Assay outcomes from PubChem BioAssay.
TCR CD3 inh – blocks the human TCR-CD3 interaction. TAMRA-labeled TCR probe fluorescence, biochemical. inhibition, % at 9.4 µM. 0.37% of 360,000 active. AID 651800; in the data active means inhibition above about 19%;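 further: recombinant mutant TCR 2C K166C tagged with TAMRA read by polarization; 0% = receptor in buffer alone and 100% = receptor with positive control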
PG9 Ab binder – binds the HIV-1 gp120 antibody PG9 | TR-FRET gp120-PG9 antibody binding | inhibition, % at 6.7 µM | 0.43% of 360,000 active | AID 624416; in the data active means inhibition above about 8.5%
LEDGF integ inh – blocks HIV-1 LEDGF/p75-dependent DNA integration. inhibition, % at 3.7 µM. TR-FRET IN-LEDGF/p75 DNA integration, Eu/Cy5. 0.64% of 370,000 active;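 active means inhibition above the screen-wide mean plus 3 SD, cut at about 13% in these data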;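 further: signal is the Cy5 over europium emission ratio at 671 and 618 nm; 0% = plate median of compound wells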
rCAG binder – binds r(CAG) RNA repeats; inhibition, % at 3 µM; r(CAG) RNA repeat, TO-PRO-1 dye displacement fluorescence; 1.3% of 370,000 active;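 active means inhibition above the plate cutoff, the mean of all test compounds on that plate plus 3 SD, cut at about 35% in these data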;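 further: 0% = DMSO alone and 100% = 100 µM mitoxantrone as full dye displacement; higher means more dye released from RNA so lower well fluorescence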
PRMT1 inh – PRMT1 (human) inhibition, primary screen; 1.3% of 370,000 active; inhibition, % at 2.79 µM; Q99873; recombinant PRMT1, activity-based probe fluorescence polarization;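 active means inhibition above about 21% made by adding two undisclosed values, limit read from the data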
mABHD4 FP – inhibits mouse alpha/beta hydrolase domain 4; Q8VD66; purified mABHD4, FP-Rh probe fluorescence polarization; inhibition, % at 8.92 µM; 0.54% of 370,000 active; AID 720543;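 active means inhibition exceeding the mean over every tested compound plus 3 SD, cut at about 30% in these data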;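 further: 0% = plate median of compound wells and 100% = S159A mutant with DMSO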
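Test system: mABHD4 protein | Buffer or medium: HEPES pH 7.0 buffer, 150 mM NaCl, 0.01% Pluronic F-127 | Probe or stimulus: FP-Rh fluorescent activity-based probe, added after compound pre-incubation | Timing: Pre-incubation 45 min, probe exposure 60 min, at 25 °C | Technique: Fluorescence polarization, excitation 525 nm, emission 598 nm, BODIPY TMR filters | Repeats: Single well per compound (singlicate)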
Rev-erbA mod – Rev-erb alpha (human) modulation | activity, % at 10 µM | 0.79% of 370,000 active | Rev-erbα–FITC-DNA binding, fluorescence polarization, 90 min | P20393;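 active means activity above about 14%, limit read from the data; passing the limit was not always enough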;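 further: 0% = DMSO wells with 35 nM protein and 100% = DMSO wells with 750 nM protein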
MBD2 DNA inh – inhibitors of human MBD2 binding to methylated oligonucleotide; Q9UBB5; TR-FRET; inhibition, % at 4.4 µM; 0.31% of 370,000 active; AID 686964; in the data active means inhibition above about 13%
Target sequence (Q9UBB5 whole entry, looked up): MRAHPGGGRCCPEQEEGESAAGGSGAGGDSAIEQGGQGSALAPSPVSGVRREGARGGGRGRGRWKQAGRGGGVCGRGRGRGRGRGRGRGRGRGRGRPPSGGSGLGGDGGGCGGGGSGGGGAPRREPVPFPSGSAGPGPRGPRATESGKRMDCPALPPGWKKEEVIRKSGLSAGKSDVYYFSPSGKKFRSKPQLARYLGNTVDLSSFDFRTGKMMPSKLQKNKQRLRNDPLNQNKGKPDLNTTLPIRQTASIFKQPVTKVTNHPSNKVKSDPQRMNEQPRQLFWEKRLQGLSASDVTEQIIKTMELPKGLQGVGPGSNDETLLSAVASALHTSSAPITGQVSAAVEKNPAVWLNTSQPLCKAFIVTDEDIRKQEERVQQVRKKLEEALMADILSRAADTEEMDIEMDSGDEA
UHRF1 binding – blocks human UHRF1 binding to methylated DNA. Q96T88. UHRF1 binding to methylated oligo, TR-FRET. inhibition, % at 4.4 µM. 0.75% of 370,000 active; in the data active means inhibition above about 21%;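 further: UHRF1 SRA domain binding a hemimethylated CpG hairpin DNA probe; 0% = median of test compound wells and 100% = reference inhibitor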
HTRA1 inh – inhibitors of human serine peptidase HTRA1. Q92743. recombinant HTRA1, FP-rhodamine activity-based probe, fluorescence polarization. inhibition, % at 5.96 µM. 0.5% of 340,000 active. AID 504803; in the data active means inhibition above about 36%;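 further: 0% = enzyme with DMSO and 100% = wells lacking enzyme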
Target sequence (Q92743 whole entry, looked up): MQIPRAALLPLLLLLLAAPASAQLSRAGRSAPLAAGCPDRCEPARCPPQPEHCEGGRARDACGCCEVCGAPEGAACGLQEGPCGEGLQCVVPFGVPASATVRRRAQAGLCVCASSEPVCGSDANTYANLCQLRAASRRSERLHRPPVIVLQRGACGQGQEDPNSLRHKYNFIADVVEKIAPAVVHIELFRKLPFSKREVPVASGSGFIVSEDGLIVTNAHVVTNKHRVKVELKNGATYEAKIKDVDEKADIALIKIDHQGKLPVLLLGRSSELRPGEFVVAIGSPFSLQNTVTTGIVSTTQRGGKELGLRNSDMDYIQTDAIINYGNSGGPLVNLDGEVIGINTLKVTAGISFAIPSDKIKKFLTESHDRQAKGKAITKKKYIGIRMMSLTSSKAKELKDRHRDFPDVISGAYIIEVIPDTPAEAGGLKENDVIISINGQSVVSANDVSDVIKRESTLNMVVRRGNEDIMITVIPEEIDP
Starred values were filed as active, the others as inactive; nt = not tested or not shown. This is a subset (hit frequency here may not be typical).

Keys – A = TCR CD3 inh; B = PG9 Ab binder; C = LEDGF integ inh; D = rCAG binder; E = PRMT1 inh; F = mABHD4 FP; G = Rev-erbA mod; H = MBD2 DNA inh; I = UHRF1 binding; J = HTRA1 inh
1	O=C(NCCCn1ccnc1)/C(=C/c1ccc(Cl)cc1)NC(=O)c1ccccc1
  A: 3; B: -4.0; C: 7; D: 1; E: -2; F: -4; G: 3; H: 3; I: 1; J: 5

2	COc1ccc(-c2nc(CS(=O)CC(=O)NC3CCCCC3)c(C)o2)cc1 (stereo not given)
  A: 10; B: -3.7; C: -1; D: -5; E: 3; F: -6; G: -5; H: 0; I: 1; J: -13

3	CC(C)=C1SC(N2CCN(c3cccc(Cl)c3)CC2)=NC1=O
  A: 1; B: -0.9; C: -2; D: 0; E: 5; F: 4; G: -6; H: 4; I: 8; J: -7

4	O=c1c(-c2ccnn2-c2cccc(Cl)c2)cnc2n1CCS2
  A: -1; B: 1.1; C: -4; D: 0; E: 4; F: -8; G: 2; H: 3; I: 2; J: 2

5	COc1cccc(CNC(=O)[C@@H]2CCCN2C(=O)[C@@H]2CCCN2S(=O)(=O)c2ccc(OC)c(C)c2)c1
  A: 1; B: -0.8; C: 0; D: 1; E: -3; F: 7; G: -7; H: 1; I: 1; J: nt

6	Cc1ccc(F)cc1NC(=O)C1CCCN(c2ncccn2)C1 (stereo not given)
  A: 1; B: -1.7; C: 8; D: 3; E: -1; F: -10; G: -7; H: -1; I: 2; J: 3

7	COc1ccc(CC(=O)O/N=C(\N)c2ccc(C)cc2)cc1
  A: 3; B: 0.1; C: 1; D: -7; E: 2; F: -8; G: -7; H: -3; I: -1; J: -27

8	CCC(=O)NC(Nc1ncc(C)s1)(C(=O)OC)C(F)(F)F (stereo not given)
  A: -5; B: 1.2; C: 3; D: 2; E: -1; F: 5; G: 3; H: -5; I: -2; J: 3

9	CCc1cccc(C)c1NC(=O)CCCn1c(=O)c2cccn2c2cccnc21
  A: 3; B: -2.2; C: -1; D: 0; E: 1; F: 6; G: 7; H: 1; I: 0; J: 9

10	Cc1ccc(N(Cc2ccccc2)C(=O)CN2C(=O)NC3(CCCC3)C2=O)cc1
  A: 2; B: -2.3; C: 4; D: -6; E: 1; F: -6; G: -7; H: 1; I: 0; J: -3

11	Cc1nc2ccc(NC(=O)c3ccc(Cl)s3)cc2s1
  A: 2; B: -1.7; C: 4; D: 7; E: -6; F: -14; G: -16; H: -4; I: 1; J: -28

12	Cc1cnc(NC(=O)c2ccc(OCC3CCCO3)cc2)s1 (stereo not given)
  A: 8; B: 0.8; C: 6; D: 0; E: 0; F: -11; G: -5; H: 4; I: 3; J: -3

13	Cc1nc(Cc2ccc(OC(C)C)cc2)[nH]c(=O)c1CC(=O)O
  A: 0; B: -2.7; C: 11; D: 1; E: 2; F: 0; G: 0; H: 2; I: 0; J: 1

14	Cc1ccc(S(=O)(=O)NCCSc2ccccc2)cc1[N+](=O)[O-]
  A: 10; B: -3.5; C: 2; D: 2; E: -3; F: -8; G: -3; H: -7; I: 2; J: -15

15	COC(=O)C1=C[C@@H](C(=O)OC)[C@@H]2C3=C(C(=O)[C@]2(CC(C)C)NC(=O)c2ccccc2)[C@H](C)n2c(=O)n(-c4ccccc4)c(=O)n2[C@@H]3C1
  A: -2; B: 1.0; C: -3; D: 14; E: 1; F: -14; G: 0; H: 11; I: 2; J: -14

16	OC(c1ccc(-c2ccccc2)cc1)c1ncc(-c2ccc(C(F)(F)F)cc2)[nH]1 (stereo not given)
  A: 3; B: -0.5; C: -1; D: 6; E: -1; F: -28; G: 0; H: -7; I: 0; J: nt

17	CN(C)C(=O)Cn1c(SCC(=O)NC2CCCCC2)nc2ccccc21
  A: -6; B: 0.4; C: -4; D: -5; E: 2; F: -5; G: -3; H: 1; I: -1; J: 13

18	COc1ccc(C(=O)Nc2ccccc2NC(=O)c2ccco2)c(OC)c1
  A: 2; B: -2.3; C: 3; D: -2; E: -5; F: -4; G: 5; H: -3; I: -1; J: 1

19	O=C(NC(=S)N1CCN(Cc2ccc3c(c2)OCO3)CC1)c1ccc(Cl)cc1
  A: 5; B: 0.6; C: 4; D: 8; E: -2; F: -1; G: -1; H: -1; I: -3; J: -2

20	CCOc1nc(-c2ccccc2)ccc1-c1noc(-c2ccc(OC)c(OC)c2)n1
  A: 2; B: 1.6; C: -3; D: 3; E: 2; F: 6; G: 18; H: -1; I: -2; J: 8

21	c1ccc(CNc2ncnc3sc4c(c23)CCC4)nc1
  A: -3; B: -0.2; C: -1; D: -1; E: 2; F: 5; G: -6; H: 0; I: -2; J: -2

22	CCC(C)(C)NC(=O)CN(C(=O)CNS(=O)(=O)c1ccccc1)c1ccc2c(c1)OCCO2
  A: 2; B: 1.4; C: -1; D: 1; E: 0; F: 5; G: 5; H: 0; I: 1; J: -6

23	Nc1c(C=C2C=CC(=O)C=C2)c(=O)nc2sc(CC(=O)N3CCOCC3)nn12
  A: -2; B: -2.3; C: 1; D: 18; E: -2; F: -1; G: 4; H: 2; I: 2; J: -5

24	Cc1ccc(OCC(=O)NNC(=O)CSc2nnc(-c3ccc(C)cc3)n2C)cc1
  A: -2; B: 3.0; C: 0; D: 4; E: -2; F: 2; G: -2; H: 1; I: -3; J: 0

25	NNC(=O)Cn1c(-c2ccccc2)cc2ccccc21
  A: -7; B: -1.5; C: -1; D: 9; E: 1; F: -13; G: 1; H: 5; I: -1; J: -42

(further entries)
Keys – A = TCR CD3 inh; B = PG9 Ab binder; C = LEDGF integ inh; D = rCAG binder; E = PRMT1 inh; F = mABHD4 FP; G = Rev-erbA mod; H = MBD2 DNA inh; I = UHRF1 binding; J = HTRA1 inh
26	Cc1ccccc1Nc1scc(-c2ccc(Cl)cc2)[n+]1-c1ccccc1C
  A: -1; B: -0.7; C: -4; D: -2; E: 3; F: -3; G: -1; H: 0; I: 4; J: -9

27	COc1ccc(-c2nc3cc(C)ccn3c2NCC2CCCO2)cc1OC (stereo not given)
  A: 5; B: -2.7; C: -5; D: 3; E: -2; F: 7; G: 1; H: -5; I: 0; J: 2

28	CCOc1cccc2sc(N(CCCN(C)C)C(=O)c3ccc(S(=O)(=O)N(CC)Cc4ccccc4)cc3)nc12
  A: 8; B: -0.6; C: 0; D: -4; E: 4; F: 13; G: 12; H: -3; I: 0; J: -27

29	COc1ccc(-n2nnnc2/C=C\Nc2ccccc2C(=O)c2ccccc2)cc1
  A: -2; B: 0.6; C: -1; D: 4; E: -2; F: -7; G: -6; H: 1; I: 2; J: -27

30	CCOC(=O)C1=C(COC(=O)Cc2ccc(Cl)cc2)NC(=O)NC1C (stereo not given)
  A: 3; B: -1.8; C: 2; D: -7; E: -5; F: 4; G: -6; H: -2; I: 0; J: -6

31	CC(=O)N1c2c(cc(Br)cc2S(=O)(=O)NCC2COc3ccccc3O2)CC1C (stereo not given)
  A: 4; B: -0.6; C: 3; D: 0; E: -1; F: -7; G: -3; H: -1; I: 0; J: -5

32	Cc1cc(-c2cccs2)n[nH]1
  A: 9; B: -2.5; C: -2; D: -2; E: 0; F: 5; G: 1; H: 1; I: -3; J: 0

33	COC(=O)[C@H](CCSC)NC(=O)NCc1ccccc1F
  A: -4; B: 1.1; C: -4; D: 1; E: 1; F: -1; G: -6; H: -1; I: 3; J: 1

34	CCOC(=O)C(NC(=O)N1CCCCC1)(c1ccccc1)C(F)(F)F (stereo not given)
  A: -8; B: 1.1; C: 0; D: 2; E: 1; F: 8; G: -5; H: 0; I: 1; J: 4

35	CCc1ccc(NC(=O)C(C)OC(=O)CCC(=O)c2cccs2)cc1 (stereo not given)
  A: -5; B: -1.1; C: -1; D: 0; E: -1; F: -8; G: 4; H: 8; I: 2; J: 2

36	Cc1ccc(C)c(NC(=S)N/N=C2\CCc3ccccc32)c1
  A: 1; B: -2.1; C: -1; D: 14; E: 3; F: 11; G: -2; H: -3; I: -5; J: 5

37	Cc1ccnc(NS(=O)(=O)c2ccc(NC(=O)C34CC5CC(CC(C5)C3)C4)cc2)n1
  A: 0; B: -1.2; C: -2; D: 13; E: -5; F: 0; G: -1; H: 1; I: -1; J: 4

38	Cn1c(=NC(=O)CS(=O)(=O)c2ccccc2)sc2cc(F)ccc21
  A: 3; B: 0.2; C: 1; D: 4; E: 6; F: 2; G: -3; H: 5; I: 2; J: 0

39	Cc1cccc(-n2c(SCC(=O)O)nc3sc4c(c3c2=O)CCCC4)c1
  A: 6; B: 0.6; C: 4; D: -1; E: -3; F: -2; G: 6; H: 0; I: 1; J: -3

40	Cc1cc(S(=O)(=O)N2CCOCC2)ccc1OCC(=O)N1CCOCC1
  A: -4; B: -1.0; C: -1; D: -3; E: 1; F: 7; G: -3; H: 5; I: 1; J: -7

41	c1ccc2c(SCc3cn4cccnc4n3)ncnc2c1
  A: 2; B: -0.7; C: -1; D: 0; E: 0; F: 2; G: -4; H: -5; I: -1; J: 3

42	O=C1N(CCCl)c2ccc(Br)cc2C12OCCO2
  A: 1; B: 0.1; C: -2; D: -1; E: 3; F: 8; G: 4; H: 1; I: 0; J: 4

43	Nc1nc2ccccc2n1CCOc1ccc(Br)cc1
  A: -1; B: -2.3; C: 0; D: 9; E: -1; F: 9; G: -5; H: 2; I: -1; J: 4

44	COc1cccc(NC(=S)N2CCC(NC(=O)c3ccco3)CC2)c1
  A: 2; B: -1.0; C: 0; D: 1; E: -2; F: 1; G: 2; H: 0; I: 0; J: 1

Molecules above that contain an aryl methoxy group:
Keys – A = TCR CD3 inh; B = PG9 Ab binder; C = LEDGF integ inh; D = rCAG binder; E = PRMT1 inh; F = mABHD4 FP; G = Rev-erbA mod; H = MBD2 DNA inh; I = UHRF1 binding; J = HTRA1 inh
2	COc1ccc(-c2nc(CS(=O)CC(=O)NC3CCCCC3)c(C)o2)cc1 (stereo not given)
  A: 10; B: -3.7; C: -1; D: -5; E: 3; F: -6; G: -5; H: 0; I: 1; J: -13

5	COc1cccc(CNC(=O)[C@@H]2CCCN2C(=O)[C@@H]2CCCN2S(=O)(=O)c2ccc(OC)c(C)c2)c1
  A: 1; B: -0.8; C: 0; D: 1; E: -3; F: 7; G: -7; H: 1; I: 1; J: nt

7	COc1ccc(CC(=O)O/N=C(\N)c2ccc(C)cc2)cc1
  A: 3; B: 0.1; C: 1; D: -7; E: 2; F: -8; G: -7; H: -3; I: -1; J: -27

18	COc1ccc(C(=O)Nc2ccccc2NC(=O)c2ccco2)c(OC)c1
  A: 2; B: -2.3; C: 3; D: -2; E: -5; F: -4; G: 5; H: -3; I: -1; J: 1

20	CCOc1nc(-c2ccccc2)ccc1-c1noc(-c2ccc(OC)c(OC)c2)n1
  A: 2; B: 1.6; C: -3; D: 3; E: 2; F: 6; G: 18; H: -1; I: -2; J: 8

27	COc1ccc(-c2nc3cc(C)ccn3c2NCC2CCCO2)cc1OC (stereo not given)
  A: 5; B: -2.7; C: -5; D: 3; E: -2; F: 7; G: 1; H: -5; I: 0; J: 2

29	COc1ccc(-n2nnnc2/C=C\Nc2ccccc2C(=O)c2ccccc2)cc1
  A: -2; B: 0.6; C: -1; D: 4; E: -2; F: -7; G: -6; H: 1; I: 2; J: -27

44	COc1cccc(NC(=S)N2CCC(NC(=O)c3ccco3)CC2)c1
  A: 2; B: -1.0; C: 0; D: 1; E: -2; F: 1; G: 2; H: 0; I: 0; J: 1
